IkB sig inh – inhibitors of IkB signaling in ABC-DLBCL cells; ABC-DLBCL IkBa-CBG/CBR dual luciferase ratio, 4 h; response scale: scaled: untreated 0%, proteasome inhibitor 100%; 110,000 compounds, 0.04% hits; AID 445; Potency, µM (doses to about 57.1 µM), for inactives: at the top dose IkBa stabilization activation; active = well fitted curve in the direction sought with a large enough effect in the signal ratio, not every such curve was filed as active; inconclusive = small, poorly fitted or top-dose-only effect, or a change in a side signal; the % refers to the signal ratio;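 note: the direction sought is a rising ratio; 0% = basal untreated cells and 100% = reference inhibitor full response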
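In this assay, an IκBα–CBG68 fusion accumulates when IKK-driven degradation is blocked; native CBR normalizes for cell number. OCI-Ly3 cells were treated 4 h with compound and doxycycline, then green and red light read after Chroma-Glo addition.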
p53ts 39C kill – p53ts cell cytotoxicity, nonpermissive temperature | H1299-p53A138V viability at 39C, ATP luminescence, 24 h | AID 902 | Potency, µM (titrated, usually from 46.1 µM), for the others: at the top dose activity change, negative = cell killing, usual class: cytotoxic | 130,000 compounds, 1.5% hits; note: nearly all actives have a fitted effect of over 55% in size
Peg3 imprint – induces erasure of genomic imprints in mouse ES cells. 110,000 compounds, 0.02% hits. mouse ES Peg3-LacZ reporter, beta-gal luminescence, 40 h. Potency, µM (titrated, usually from 60.7 µM), for inactives: top-dose activity change, positive = activation, most hits filed as activators;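 note: 0% = negative control wells on the plate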
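Readout: BetaGlo luminescence (5 min, room temp) for LacZ from the normally silent maternal Peg3 allele in female Peg3LacZ-Neo ES cells. Cells 300/well, 40 h, 37C, 5% CO2. Data normalized per plate to negative controls.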
p53ts 32C kill – cytotoxicity in p53ts cells at permissive temperature; Potency, µM (doses to about 46.1 µM), for the others: at the top dose activity change, negative = cytotoxicity, usual class: cytotoxic; 130,000 compounds, 0.93% hits; H1299-p53A138V at 32C, ATP luminescence viability, 24 h; AID 924;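 note: 0% = DMSO and -100% = full killing by reference compound; nearly all actives have a fitted effect of over 55% in size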
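Viability by ATPlite luminescence after 24 h compound treatment (up to 46 uM) at the permissive 32C. Cells are H1299 carrying p53 A138V. Scale runs from DMSO basal to 100 uM tamoxifen as full kill; AC50 from Hill fits.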
* = called active by the depositor; ? = inconclusive; / = no result given; & = joins results of further samples; [ ] = remark or other dose. Unless noted, calls come from the whole dose curve; as a rule, active = well fitted curve in the direction sought with a large enough effect; inconclusive = small, poorly fitted or top-dose-only effect, or another doubt; inactive = no such curve, though single readings can be large; an effect the other way counts as inactive or inconclusive. Unless noted, % is set by controls: 0 for no effect and ±100 for the full control effect; potency is the fitted concentration of half-maximal effect.

canonical_smiles	IkB sig inh	p53ts 39C kill	Peg3 imprint	p53ts 32C kill
N#Cc1c(/N=C/c2ccco2)sc2c1CCC2	0.8%	-19%	-13%	?
COc1cccc2c1cc1c(=O)n(CC(=O)N3CCN(c4cc(Cl)ccc4C)CC3)nc(C)n12	0.5%	2%	15%[10.9 µM]	-1%
O=C(Cc1cccs1)Nc1nnc(CCc2ccccc2)s1	-0.9%	2%	-11%	-3%
COc1ccc(-c2noc(CN(C(=O)Cc3ccc(C)cc3)C(C)C)n2)cc1	?	-15%	-7%[10.9 µM]	0%
O=C(Cn1c(=O)n(CC2CCCO2)c(=O)c2ccccc21)Nc1ccc(F)cc1F (stereo unspecified)	-0.4%	-8%	-7%[10.9 µM]	0%
O=C(CSc1ncc(-c2ccc(F)cc2)[nH]1)Nc1cccc(O)c1	-0.1%	-2%	-8%	-16%
COc1ccccc1N1CCN(S(=O)(=O)c2ccc(Cl)s2)CC1	11%	5%	-17%	2%
CCOC(=O)c1sc(NC(NC(=O)c2ccco2)(C(=O)OC)C(F)(F)F)nc1C (stereo unspecified)	2.8%	1%	-17%	10%
Cn1ccnc1SCc1cc(=O)[nH]c2ccccc12	-1.3%	8%	-4%	6%
COc1ccc(-c2coc3cc(O)cc(O)c3c2=O)cc1	-2.2%[11.4 µM]	?	-59%&-17%[inhibitor]	?

Further records.
canonical_smiles	IkB sig inh	p53ts 39C kill	Peg3 imprint	p53ts 32C kill
CCCCN1C2CCCC1CC(NC(=O)c1ccc(OC)c(OC)c1)C2 (stereo unspecified)	-0.5%	-4%	-12%	-10%
Cc1ccc(NC(=O)Cn2c(=O)n(Cc3ccc(C(=O)NCc4ccc5c(c4)OCO5)cc3)c(=O)c3ccccc32)cc1	?	25%	-11%[10.9 µM]	24%
CCc1cc2ccc(C)cc2nc1SCC(=O)N1CCN(C(=O)c2ccco2)CC1	?	-10%	-8%	-9%
CCCCN1Cc2cc(C(=O)c3cc(F)ccc3O)cnc2NC1=O	15%	-26%	-9%	-14%
CCOC(=O)CSc1nnc(CNc2ccc(Cl)cc2)n1-c1ccccc1	?	-17%	2%	2%
CC(C)(C)c1ccc(SCC(N)=O)cc1	-0.2%	-4%	-2%	-8%
Cc1ccc(CN(CC(=O)NCCc2ccccc2)C(=O)CCCC(=O)Nc2cc(C)on2)cc1	1.7%	8%	-11%	0%
c1cncc(-c2ccc3ncnc(NCCN4CCOCC4)c3c2)c1	-3.0%[11.4 µM]	2%	-5%	3%
COc1cccc(NC(=O)Cn2c(=O)n(CCCC(=O)NCc3ccco3)c(=O)c3ccccc32)c1	0.6%	-2%	-12%	4%
CCNC(=O)NC(=O)CSc1ccc(NC(C)=O)cc1	1.5%	-11%	-3%	0%

Next section
canonical_smiles	IkB sig inh	p53ts 39C kill	Peg3 imprint	p53ts 32C kill
COc1ccc(C(=O)N(c2ccc(OC)cc2)S(=O)(=O)c2ccc3c(c2)n(C)c(=O)n3C)cc1	0.8%	-22%	-8%[10.9 µM]	16%
O=C(c1cc(C(F)(F)F)cc(C(F)(F)F)c1)N1CCC[C@@]2(CCN(c3ccncc3)C2)C1	4.1%[11.4 µM]	-6%	/	-10%
O=C1CC(c2cccs2)Sc2nc3ccccc3n21 (stereo unspecified)	?	-14%	-14%	-16%
Cc1cc(C)c(S(=O)(=O)N(C2=NCCS2)S(=O)(=O)c2c(C)cc(C)cc2C)c(C)c1	/	-11%	/	-4%
CC(=O)N1CCC2(CC1)C(C#N)=C(N)Oc1n[nH]c(CSc3ccc(C)cc3)c12	4.4%	9%	-8%	4%
CCC(=O)N1CCc2cc(S(=O)(=O)CCC(=O)Nc3ccc(C)c(F)c3)ccc21	-2.1%	-3%	-16%	-3%
O=C(CCNS(=O)(=O)c1cccc2nsnc12)Nc1ccc2c(c1)OCCO2	-2.5%	2%	?	-2%
COc1ccc(CCNC(=O)c2ccc(Cn3c(=O)c4ccccc4n(Cc4cccc(C)c4)c3=O)cc2)cc1OC	-1.9%	8%	-7%[10.9 µM]	8%
Cn1c(=O)[nH]c(=O)c2c1nc(NCc1ccccc1)n2CC(O)c1ccccc1 (stereo unspecified)	0.1%	22%	-12%	34%[activator]
Cc1ccc(S(=O)(=O)O)cc1C	0.8%	6%	-3%	6%[1.84 µM]

Continued.
canonical_smiles	IkB sig inh	p53ts 39C kill	Peg3 imprint	p53ts 32C kill
O=C(NCc1ccccc1Cl)c1ccc2c(c1)N(Cc1ccccc1)C(=O)CS2	?	-6%	-14%[10.9 µM]	6%
CCOC(=O)c1scc(-c2ccc(C)cc2)c1S(=O)(=O)Nc1ccc(F)c(F)c1	?	?	-3%[10.9 µM]	-10%
CCOc1ccc(OCC)c(NC(=O)CSc2nnc(-c3cccnc3)o2)c1	-0.1%	7%	/	-7%
Cc1ccc(-c2nnn(CC(=O)N(Cc3cccs3)C(C(=O)NC3CCCC3)c3ccncc3)n2)cc1 (stereo unspecified)	/	5%	/	-3%
O=NC1=C(c2c(O)[nH]c3ccccc23)CCCC1	0.6%	10%	8%	-3%
CC(Oc1ccccc1Cl)C(=O)N1CCN(CCc2ccccn2)CC1 (stereo unspecified)	0.9%	-4%	6%[10.9 µM]	-6%
O=C(CCSCc1cccc(Cl)c1)NCCc1ccc(Cl)cc1	?	-20%	-24%[10.9 µM]	-7%
Oc1ccc(Cc2cc(Cl)cc(Cl)c2O)cc1Cl	1.6%[11.4 µM]	13%[9.22 µM]	-13%[10.9 µM]	7%[9.22 µM]
O=C(CSc1nc(=O)n(CCN2CCOCC2)c2c1CCC2)Nc1ccc(F)cc1F	1.6%	1%	-3%[10.9 µM]	0%
CC(C)(C)c1ccc(CN(Cc2ccco2)c2cnc(S(C)(=O)=O)nc2C(=O)Nc2ccc(F)cc2)cc1	0.6%	-7%	5%[10.9 µM]	11%

Other compounds follow.
canonical_smiles	IkB sig inh	p53ts 39C kill	Peg3 imprint	p53ts 32C kill
COc1ccc(C2NC(=O)CS2)cc1OC (stereo unspecified)	-0.3%	1%	5%	1%
CC(=O)N1CCCc2cc(S(=O)(=O)N3CCC(C(=O)NCc4ccc(N(C)C)cc4)CC3)ccc21	?	-5%	?	1%
CCN1C(=O)c2ccccc2S(=O)c2ccc(C(=O)NCc3ccc(C)cc3)cc21 (stereo unspecified)	?	8%	-9%[10.9 µM]	6%
CCc1nc(N)c(C#N)c(-c2ccccc2OC)c1C	0.4%	5%	-9%	-1%
Cn1c(SCc2ccccc2)nnc1-c1ccncc1	-1.8%	18%	-12%	13%
COc1ccc(-c2nc(S(=O)(=O)c3ccc(C)cc3)c(N3CCCC3)o2)cc1	-0.5%	0%	?	-1%
Cc1ccc(N2CC(C(=O)Oc3cccc(N4C(=O)CCC4=O)c3)CC2=O)cc1 (stereo unspecified)	1.8%	6%	1%	0%
CCCN(CCC)CCNC(=O)c1nn(C)c2c1CS(=O)(=O)c1ccccc1-2	-0.3%	15%	-11%[10.9 µM]	-1%
Cc1ccc(N=c2oc3cc(O)ccc3cc2C(N)=O)cc1	?	7.9µM*	-26%	?
O=C(Nc1ccc(S(=O)(=O)Nc2ccc(Cl)cc2)cc1)C1CCCO1 (stereo unspecified)	5.4%	11%	-18%	22%

(cont.)
canonical_smiles	IkB sig inh	p53ts 39C kill	Peg3 imprint	p53ts 32C kill
COCCn1c(SCC(=O)Nc2cccc(C)c2)nnc1C(C)C	0.9%	-4%	-7%	2%
Cc1ccc(C(=O)c2cn(Cc3c(F)cccc3Cl)c3nc(C)ccc3c2=O)cc1	?	-5%	-5%[10.9 µM]	17%
COc1ccccc1OCC(=O)OCC(=O)NCCN1C(=O)CSC1=O	0.2%	1%	-4%	-5%
Cc1cccc(NC(=O)Cn2cc(S(=O)(=O)N3CCCC3)c(S(=O)(=O)N3CCCC3)c2)c1C	1.5%	-10%	-7%[10.9 µM]	5%
CCC(=O)N(Cc1ccco1)c1nc(-c2ccccc2)cs1	-1.9%	-4%	-5%	-13%
CCOC(=O)Cn1c(=O)cc(C)c2c(C)nn(-c3cccc(F)c3)c21	-1.0%	9%	-4%[10.9 µM]	15%
Cn1c(=O)cc(OCCCC(=O)Nc2ccccn2)c2ccccc21	?	-18%	-19%	?
O=C(Nc1ccc(-c2cn3cccnc3n2)cc1)c1cc(Br)ccc1Cl	1.5%	-15%	-6%[10.9 µM]	-2%
CN(C)c1ccc(-c2ccc3ncnc(NC4CC4)c3c2)cc1	4.2%[11.4 µM]	-10%	-28%	-5%
CSCCC(NS(=O)(=O)c1ccc2c(c1)oc(=O)n2C)C(=O)NC1CCCCC1 (stereo unspecified)	-2.2%	4%	-16%	-6%

The listing continues.
canonical_smiles	IkB sig inh	p53ts 39C kill	Peg3 imprint	p53ts 32C kill
Cc1ccc(C)c(S(=O)(=O)Nc2ccc3c(c2)CCCN3C(=O)c2cccs2)c1	?	-12%	-3%[10.9 µM]	30%
COc1ccc(CNC(=O)c2cc3sccc3n2Cc2ccc(C)cc2)cc1	?	-4%	-5%[10.9 µM]	3%
O=C(Cn1c(=O)oc2cc(S(=O)(=O)NC3CCCC3)ccc21)Nc1ccc(F)c(F)c1	?	-10%	-7%[10.9 µM]	-1%
CC(Sc1cccc2cccc(C(=O)O)c12)C(=O)O (stereo unspecified)	0.0%	17%	-3%	-5%
O=c1c(-c2ccc(F)cc2)nc2cnc(N3CCOCC3)nc2n1-c1ccccc1	-0.9%[11.4 µM]	-3%	/	-12%
CCN(c1cccc(C)c1)S(=O)(=O)c1ccc2c(c1)CCN2C(C)=O	-0.3%	-3%	-32%[inhibitor]	-4%
O=C(c1cnc2ccccn2c1=O)N1CCc2ccccc21	/	3%	/	-6%
CCCCNC(=O)C(NS(=O)(=O)c1cccc2nsnc12)c1ccccc1 (stereo unspecified)	0.4%	-7%	-6%	-11%
CCn1c(Sc2ccc(N)cc2Cl)nc2ccccc21	?	-1%	-2%	10%
CCCCCSc1nc2c(cnn2-c2ccccc2)c(=O)[nH]1	-0.6%	0%	4%	0%

(list continues)
canonical_smiles	IkB sig inh	p53ts 39C kill	Peg3 imprint	p53ts 32C kill
O=c1cc(CSc2nnnn2-c2ccccc2)[nH]c2[nH]n(-c3ccccc3)c(=O)c12	1.3%	17%	2%	6%
COc1cccc(CC(=O)NCC2COc3ccccc3O2)c1OC (stereo unspecified)	-0.1%	-9%	-5%	20%
CCOc1ccccc1C(=O)N(Cc1ccc(N(C)C)cc1)CC1CCCO1 (stereo unspecified)	?	-9%	-13%[10.9 µM]	5%
COC(=O)c1sc(=S)n(-c2ccccc2)c1N	-5.0%	4%	-14%	6%
O=C(Nc1nc2c(s1)CCCC2)c1ccc(Br)o1	?	?	-85%[inhibitor]	?
CSc1nc(NC(C)=O)nc(C)c1Br	/	13%	/	2%

Among those listed so far, eleven contain two or more sulfur atoms:
canonical_smiles	IkB sig inh	p53ts 39C kill	Peg3 imprint	p53ts 32C kill
O=C(Cc1cccs1)Nc1nnc(CCc2ccccc2)s1	-0.9%	2%	-11%	-3%
COc1ccccc1N1CCN(S(=O)(=O)c2ccc(Cl)s2)CC1	11%	5%	-17%	2%
O=C1CC(c2cccs2)Sc2nc3ccccc3n21 (stereo unspecified)	?	-14%	-14%	-16%
Cc1cc(C)c(S(=O)(=O)N(C2=NCCS2)S(=O)(=O)c2c(C)cc(C)cc2C)c(C)c1	/	-11%	/	-4%
O=C(CCNS(=O)(=O)c1cccc2nsnc12)Nc1ccc2c(c1)OCCO2	-2.5%	2%	?	-2%
CCOC(=O)c1scc(-c2ccc(C)cc2)c1S(=O)(=O)Nc1ccc(F)c(F)c1	?	?	-3%[10.9 µM]	-10%
Cc1cccc(NC(=O)Cn2cc(S(=O)(=O)N3CCCC3)c(S(=O)(=O)N3CCCC3)c2)c1C	1.5%	-10%	-7%[10.9 µM]	5%
CSCCC(NS(=O)(=O)c1ccc2c(c1)oc(=O)n2C)C(=O)NC1CCCCC1 (stereo unspecified)	-2.2%	4%	-16%	-6%
Cc1ccc(C)c(S(=O)(=O)Nc2ccc3c(c2)CCCN3C(=O)c2cccs2)c1	?	-12%	-3%[10.9 µM]	30%
CCCCNC(=O)C(NS(=O)(=O)c1cccc2nsnc12)c1ccccc1 (stereo unspecified)	0.4%	-7%	-6%	-11%
COC(=O)c1sc(=S)n(-c2ccccc2)c1N	-5.0%	4%	-14%	6%

Compound activity: PubChem BioAssay, National Center for Advancing Translational Sciences (NCATS)
